Assay outcomes from PubChem BioAssay.
PLAP inhibition: PLAP enzyme inhibitors, biochemical, luminescence, HTS (AID 690); inhibition, % at 20 µM; hits with a dose series show IC50 in µM; purified PLAP, luminescent substrate; higher % means a stronger effect; hit rate 0.08% among 96,000; in the data active = a potency from the dose series; inactive = the rest, 99 in 100 with inhibition below about 30%; note: strong numbers were not always called active
Bcl-B TR3 displacers: displacers of TR3 peptide from Bcl-B, primary screen, selectivity assay for Bfl-1 inhibitor project, biochemical, fluorescence polarization | AID 748 | FP displacement of FITC-TR3 peptide from Bcl-B; higher % means a stronger effect | displacement, % at 20 µM; hits with a dose series show IC50 in µM | hit rate 0.11% among 96,000;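 active = displacement above 50% at 20 µM plus a fluorescence interference ratio under 1.5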;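 note: plate controls were wells without compound for no effect and wells lacking Bcl-B protein for full effect; a part of the inactive calls stands beside numbers as strong as those of hits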
MRP reversal: MRP-mediated drug resistance reversal. H69AR cells + 2 uM doxorubicin, CellTiter-Glo, 72 h. differential viability (reversal), % at 10 µM. hit rate 0.04% among 85,000. AID 602;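 active = viability drop by adding the cancer drug above about 55%, with treated viability meeting a 40% cutoff, limit read from the data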;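 note: viability without doxorubicin minus viability with 2 µM doxorubicin for each compound; larger differential means the compound sensitizes cells more to doxorubicin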
IL1B NFkB inh: blocks IL-1B driven NFkB nuclear translocation in HUVEC cells | AID 796 | hit rate 0.43% among 94,000 | HUVEC IL-1B NFkB p65 nuclear translocation imaging | inhibition, % at 2 µM;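 active = inhibition above about 30% together with a positive call from visual inspection of the well image, limit read from the data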;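 note: nuclear over cytoplasmic p65 intensity ratio measured by imaging; 0% = IL-1B stimulated DMSO wells and 100% = unstimulated DMSO wells; values of inactives mirror those of a sister screen read the other way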
IL1B NFkB pot: enhances IL-1B driven NFkB nuclear translocation. HUVEC IL-1B NFkB p65 nuclear translocation imaging. activation, % at 2 µM. hit rate 0.3% among 94,000. AID 819;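 active = activation above 40%, about the mean plus 3 SD, also judged a hit on visual image review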;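 note: percent activation is computed from the nuclear over cytoplasmic p65 intensity ratio; values of inactives mirror those of a sister screen read the other way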
MRP reversal cytotoxicity: second read-out of MRP reversal, no call of its own (marks repeat the call); viability, %; H69AR cells, CellTiter-Glo, 72 h; measured here: cytotoxicity without doxorubicin
MRP reversal with doxorubicin: further read-out of MRP reversal, marked with its call; viability, %; measured here: viability with 2 uM doxorubicin; active compounds read low
IL1B NFkB inh cell count 2 µM: further read-out of IL1B NFkB inh, marked with its call; cell count; measured here: cells passing quality filter;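 raw number of nuclei counted in each imaged well without normalization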
IL1B NFkB pot cell count 2 µM: further read-out of IL1B NFkB pot, marked with its call; cell count; measured here: cells passing quality filter
Numbers without * were called inactive; . = no result given. A portion of the library; rates above refer to the full screens.

SMILES,PLAP inhibition,Bcl-B TR3 displacers,MRP reversal,MRP reversal cytotoxicity,MRP reversal with doxorubicin,IL1B NFkB inh,IL1B NFkB inh cell count 2 µM,IL1B NFkB pot,IL1B NFkB pot cell count 2 µM
O=C(O)C1C2C=CC(CC2)C1C(=O)O (stereo not given),16%,13%,14,109,95,7,129,-7,129
CCOC(=O)N1CCC(Nc2c(NCCCN(CC)CC)c(=O)c2=O)CC1,-22%,5%,-3,95,98,12,165,-12,165
Nc1nc2ccccc2n1CCN1CCCC1,8%,-6%,-15,81,96,0,162,0,162
CCc1ccc(OCCCC(=O)Nc2ccc(N3CCCCC3)cc2)cc1,6%,-10%,.,.,.,-11,153,11,153
CCN(C(=O)Cn1c(=O)n2nc(CCn3nc(C)cc3C)nc2c2ccccc21)c1cccc(C)c1,-39%,-14%,2,75,73,16,152,-16,152
O=C(COC(=O)c1ccco1)Nc1ccccc1,9%,4%,8,103,95,-10,187,10,187
COc1ccccc1NC(=O)CSc1nnnn1-c1ccc2c(c1)OCO2,15%,0%,19,94,75,-11,163,11,163
CCC(=O)Nc1c(-c2cccs2)c(=O)c2ccccc2n1C,-14%,-8%,3,87,84,-13,79,13,79
Cc1cccc(Cn2c(=O)n(-c3ccc(CC(=O)NCc4ccco4)cc3)c(=O)c3sccc32)c1,-8%,0%,-48,20,69,16,54,-16,54
CN(C)c1nc(N2CCN(c3ccccc3)CC2)c(C#N)c(=O)o1,11%,3%,.,.,.,2,127,-2,127
COc1ccc(C2NC(=O)NC(O)(C(F)(F)F)C2C(=O)c2ccc(C)cc2)cc1 (stereo not given),-24%,6%,-12,89,101,-4,133,4,133
COc1ccccc1-c1nnc(SCC(=O)Nc2ccc(S(N)(=O)=O)cc2)n1C,8%,14%,2,86,84,-27,172,27,172
Cc1ccc(NC(=O)N/C=C/c2ccco2)c(C)c1,-137%,-22%,.,.,.,4,103,-4,103
COc1cccc(-n2c(COc3ccc(C)cc3)nnc2SCC(N)=O)c1,-60%,5%,11,108,97,-23,141,23,141
CCC(CC)c1nnc(NC(=O)c2c(-c3ccccc3)noc2C)s1,-27%,-2%,-15,76,91,-2,63,2,63

(list continues)
SMILES,PLAP inhibition,Bcl-B TR3 displacers,MRP reversal,MRP reversal cytotoxicity,MRP reversal with doxorubicin,IL1B NFkB inh,IL1B NFkB inh cell count 2 µM,IL1B NFkB pot,IL1B NFkB pot cell count 2 µM
CCCCOc1ccc(-c2nnn(CCC(=O)N3CCOCC3)n2)cc1,-61%,2%,23,101,78,-3,124,3,124
COc1ccc(N(CC(=O)Nc2cccc(N(C)S(C)(=O)=O)c2)S(C)(=O)=O)cc1OC,-2%,-7%,7,99,92,-11,114,11,114
Cn1nc(SCC(=O)O)sc1=S,12%,-1%,-14,90,104,2,155,-2,155
NC(=O)COc1ccc(=O)n(-c2ccccc2)n1,17%,-16%,-3,95,98,-18,56,18,56
CCCCN(CCCC)S(=O)(=O)c1ccc2[nH]c(=O)[nH]c2c1,-48%,-4%,24,98,74,-10,96,10,96
CCOc1cc(C(c2c(C)[nH][nH]c2=O)c2c(C)[nH][nH]c2=O)ccc1OCc1ccc([N+](=O)[O-])cc1,-168%,1%,3,84,81,-11,202,11,202
O=C(NC1CCCCC1)C1CCN(S(=O)(=O)c2cccc3nsnc23)CC1,8%,-7%,.,.,.,6,120,-6,120
Cc1onc(-c2ccccc2)c1C(=O)Nc1nnc(COc2ccc(Cl)cc2)s1,-72%,-11%,-13,88,102,6,166,-6,166
O=C(c1cc(-c2cccs2)on1)N1CCOCC1,0%,4%,.,.,.,-4,211,4,211
COc1ccc(S(=O)(=O)Cc2ccc(C(=O)NCc3cccs3)o2)cc1,30%,6%,13,94,81,-5,70,5,70
CCOCCCNC(=O)C(NC(=O)CNC(=O)c1ccccc1)c1ccccc1 (stereo not given),14%,10%,8,98,90,-14,188,14,188
O=C(Nc1ccccc1N1CCCC1)c1cc2ccccc2o1,-1%,-1%,-24,61,86,-5,133,5,133
O=C(NCC(=O)N(c1cccnc1)C(C(=O)NCc1ccco1)c1ccccc1)c1ccco1 (stereo not given),-34%,34%,-10,90,100,-8,181,8,181
CCNS(=O)(=O)c1ccc(NC(=O)Nc2cccc(C(F)(F)F)c2)cc1,14%,0%,-22,10,31,-18,144,18,144
CN(C)CCCNC(=O)c1ccc(-c2nc(-c3ccc(Cl)cc3)cs2)cc1,-51%,7%,.,.,.,10,107,-10,107

Next section:
SMILES,PLAP inhibition,Bcl-B TR3 displacers,MRP reversal,MRP reversal cytotoxicity,MRP reversal with doxorubicin,IL1B NFkB inh,IL1B NFkB inh cell count 2 µM,IL1B NFkB pot,IL1B NFkB pot cell count 2 µM
Cc1ccccc1-n1nc(C)c2cc(C(=O)N3CCN(S(=O)(=O)c4ccc(F)cc4)CC3)sc21,-52%,0%,23,84,62,0,74,0,74
CC(NC(=O)c1cc2ccccc2o1)c1cccs1 (stereo not given),24%,-1%,12,96,84,-25,150,25,150
Cc1ccc(C(=O)Nn2c(O)c(C=C3N=c4ccccc4=N3)sc2=S)cc1,17%,-4%,.,.,.,-3,150,3,150
COc1ccc(-n2c(N)c(C(=O)NCC3CCCO3)c3nc4ccccc4nc32)c(OC)c1 (stereo not given),-101%,-9%,-9,40,48,-6,156,6,156
CCCCN(Cc1ccco1)C(=O)Cn1ncc2c(=O)oc3ccc(C)cc3c21,16%,7%,.,.,.,13,181,-13,181
Cc1ccnc(-n2c(CCN3C(=O)c4ccccc4C3=O)nc3ccccc3c2=O)c1,-1%,-1%,20,103,83,-23,109,23,109
CCCCCC1CC(=O)N(Cc2ccccc2)C(=O)N1 (stereo not given),5%,-20%,-1,92,93,15,186,-15,186
Cc1cc(NC(=O)C2(c3ccccc3)CCCC2)no1,3%,-8%,-4,91,95,-4,105,3,105
O=C(Oc1ccccc1)c1ccccc1OS(=O)(=O)c1ccccc1,37%,1%,.,.,.,-2,159,2,159
CN1CCN(C(=O)c2ccc3c(=O)n(Cc4ccc(Cl)cc4)c(=S)[nH]c3c2)CC1,-24%,-10%,11,49,38,21,125,-21,125
CCCCOC(=O)C1=C(C)Nc2ncnn2C1c1ccc(OCC)c(OC)c1 (stereo not given),-29%,-2%,.,.,.,3,182,-3,182
Cc1cc(-c2ccco2)n(-c2ccccc2)n1,-23%,-21%,-5,83,88,.,.,.,.
COc1cc2c(cc1OC)C(c1ccc(N(C)C)cc1)CC(=O)N2 (stereo not given),-19%,-6%,1,90,89,-3,120,3,120
Cc1nc(CCNC(=O)Cc2ccccc2)cs1,-11%,-12%,1,102,101,-20,191,20,191
CCOC(=O)CSc1nnc(Cc2ccccc2)n1CC1CCCO1 (stereo not given),1%,10%,-4,89,94,-52,137,52*,137*

Given with two lines to a compound: part of the list above
Below each compound – PLAP inhibition	Bcl-B TR3 displacers	MRP reversal	MRP reversal cytotoxicity	MRP reversal with doxorubicin	IL1B NFkB inh	IL1B NFkB inh cell count 2 µM	IL1B NFkB pot	IL1B NFkB pot cell count 2 µM
> CN1CCN(C(=O)c2ccc3c(=O)n(Cc4ccc(Cl)cc4)c(=S)[nH]c3c2)CC1
 : -24%	-10%	11	49	38	21	125	-21	125
> CCCCOC(=O)C1=C(C)Nc2ncnn2C1c1ccc(OCC)c(OC)c1 (stereo not given)
 : -29%	-2%	.	.	.	3	182	-3	182
> Cc1cc(-c2ccco2)n(-c2ccccc2)n1
 : -23%	-21%	-5	83	88	.	.	.	.
> COc1cc2c(cc1OC)C(c1ccc(N(C)C)cc1)CC(=O)N2 (stereo not given)
 : -19%	-6%	1	90	89	-3	120	3	120

Remaining list, next part
SMILES,PLAP inhibition,Bcl-B TR3 displacers,MRP reversal,MRP reversal cytotoxicity,MRP reversal with doxorubicin,IL1B NFkB inh,IL1B NFkB inh cell count 2 µM,IL1B NFkB pot,IL1B NFkB pot cell count 2 µM
O=C(CN1CCN(CC(=O)c2ccc(F)cc2)CC1)Nc1ccccc1Cl,-26%,0%,11,93,81,8,119,-7,119
Cn1nnnc1SCCNCc1ccccc1F,7%,1%,-18,81,99,-4,138,4,138
Fc1c(F)c(F)c(CSc2nc3ccccc3[nH]2)c(F)c1F,4%,-6%,2,84,82,0,172,0,172
Clc1ccc(-c2nnc3n2CCCCC3)cc1,-15%,7%,-9,87,96,.,.,.,.
O=C(COC(=O)CNC(=O)C1CCCCC1)Nc1ccc2ccccc2c1,7%,-3%,15,101,87,10,196,-9,196
CS(=O)(=O)N1CCN(C(=O)NC23CC4CC(CC(C4)C2)C3)CC1,-3%,-10%,-2,92,95,-7,125,7,125
COc1cccc(-c2nnc(SCCOc3ccc4c(C)cc(=O)oc4c3)o2)c1,4%,3%,.,.,.,17,161,-17,161
CCCN(Cc1cc2cccc(C)c2[nH]c1=O)C(=O)c1cccc(OC)c1,.,.,.,.,.,95*,11*,-95,11
COCCNC(=O)CSc1ncnc2sccc12,1%,-4%,-4,98,102,3,99,-3,99
Cc1csc2ncc(C(=O)N(Cc3ccccc3)c3ccccn3)c(=O)n12,13%,-6%,5,99,94,-7,176,7,176
N#Cc1c2c(c(NCCN3CCOCC3)n3c1nc1ccccc13)CCCC2,-41%,12%,23,49,26,-23,145,23,145
COc1ccccc1NC(=S)N(CCc1c(C)[nH]c2ccccc12)Cc1cccs1,-8%,-2%,5,66,62,4,52,-4,52
COC(=O)C1=NN(C(=O)c2ccc(Cl)cc2)C(O)(c2ccccc2)C1 (stereo not given),-66%,-56%,.,.,.,-3,78,3,78
COc1cccc(C(=O)O/N=C(\N)c2ccncc2)c1,4%,-4%,.,.,.,-4,176,4,176
CCOc1ccc(N=Cc2c(O)cc(C)oc2=O)cc1,-2%,1%,2,91,89,-6,217,6,217

Remaining list, next part.
SMILES,PLAP inhibition,Bcl-B TR3 displacers,MRP reversal,MRP reversal cytotoxicity,MRP reversal with doxorubicin,IL1B NFkB inh,IL1B NFkB inh cell count 2 µM,IL1B NFkB pot,IL1B NFkB pot cell count 2 µM
CCC(C)C1C(C#N)=C(N)Oc2n[nH]c(-c3ccccc3)c21 (stereo not given),14%,0%,2,105,103,3,178,-3,178
COc1cc(C(=O)NCC(=O)n2nc(C)cc2C)cc(OC)c1OC,-23%,-4%,11,96,85,-4,181,4,181
CNC(=O)c1sc(-c2cccnc2)nc1C,19%,8%,.,.,.,-1,126,1,126
CCOC(=O)Cc1csc(NC(=O)CCS(=O)(=O)Cc2ccccc2)n1,-27%,-4%,28,117,89,-1,164,1,164
CC(C)c1nnc(SCC(=O)NCc2ccco2)n1C,8%,2%,-6,82,88,-1,180,1,180
CC(=O)NC12CC3CC(C1)CC(C(=O)OCC(=O)c1ccc4c(c1)OCCO4)(C3)C2,-44%,-4%,-11,66,78,-10,112,10,112
Cc1occc1C(=O)Nc1cccc(/C=C/C(=O)O)c1,.,.,.,.,.,12,169,-12,169
COCCN1C(=O)N(c2cccc(C)c2)C(=O)C1CC(=O)Nc1ccc(F)cc1 (stereo not given),-58%,-7%,-2,87,89,19,92,-19,92
CCOC(=O)C1CCN(CCC(=O)Nc2ccc(Cl)cc2)CC1,-19%,-7%,7,99,92,-13,98,13,98
CC(C)=C1SC(N2CCOCC2)=NC1=O,22%,15%,7,81,73,9,146,-9,146
CCCN1CC23C=CC(O2)C(C(=O)O)C3C1=O (stereo not given),6%,-1%,-9,93,102,-14,92,14,92
CCCc1cc(=O)[nH]c(SCc2ccc(C#N)cc2)n1,-9%,-7%,17,90,72,-2,118,1,118
COCCn1c(SCC(=O)N2CCCc3ccccc32)nnc1-c1ccco1,-6%,-8%,6,73,68,-19,172,19,172
Cn1c(NC(=O)Cc2ccc(F)cc2)cc(=O)n(C)c1=O,-4%,3%,11,90,79,-6,129,6,129
O=S(=O)(c1ccccc1)c1cnc(-c2cccnc2)nc1-c1ccc(Cl)cc1Cl,5%,1%,.,.,.,4,184,-4,184
O=C(Cc1coc2cc3c(cc12)CCC3)OCc1cc(=O)n2c(n1)sc1ccccc12,5%,-4%,3,85,82,2,105,-2,105
COc1ccc(-c2cc(-n3c(C(F)(F)F)nc4ccccc43)n(CCC#N)n2)cc1,-33%,6%,3,80,77,-3,146,3,146
O=C(NCCCN1CCOCC1)c1cc2c(s1)CCC2,-29%,-7%,.,.,.,0,171,0,171
